GIRK2 act – Activators of human GIRK2-containing channels; HEK293 GIRK2/NPY4 cells, thallium flux fluorescence; activation (% efficacy), % for hits at 37.5 µM; P48051; AID 1259324; 34,000 tested, under 10 active;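 active means primary screen hit, no activity in plain HEK293 cells, and in GIRK2-only cells above 5% efficacy rising with concentration; inactive means the rest, including fluorescent compounds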;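 further: efficacy is normalized control-subtracted fluorescence 15 s after thallium addition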
Target sequence (P48051 whole entry, looked up): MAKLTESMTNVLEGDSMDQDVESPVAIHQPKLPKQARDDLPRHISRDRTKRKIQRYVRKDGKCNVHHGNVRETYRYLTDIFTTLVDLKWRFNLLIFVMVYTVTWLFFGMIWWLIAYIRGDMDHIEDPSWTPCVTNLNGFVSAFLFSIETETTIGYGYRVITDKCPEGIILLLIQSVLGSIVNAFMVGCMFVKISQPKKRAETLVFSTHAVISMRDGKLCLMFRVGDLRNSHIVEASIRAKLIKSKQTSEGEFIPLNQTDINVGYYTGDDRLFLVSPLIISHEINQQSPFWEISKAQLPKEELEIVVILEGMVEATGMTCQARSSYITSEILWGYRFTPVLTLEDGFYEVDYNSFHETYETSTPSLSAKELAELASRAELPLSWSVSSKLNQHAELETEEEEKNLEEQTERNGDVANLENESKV
Calls only; i = inactive.

SMILES	GIRK2 act
CC(C)(C)n1ncc2c(=O)n(NC(=O)c3c(F)cccc3F)cnc21	i
O=C(CN1CC(c2nc(-c3ccsc3)no2)C1)Nc1ccccc1	i
COc1cc(OC)cc(-c2noc(Cn3ccn4nc(-c5cccs5)cc4c3=O)n2)c1	i
Cc1ccc(C)c(-c2nnc(NC(=O)CS(=O)(=O)Cc3ccccc3)o2)c1	i
O=C(Nc1sc2ccccc2c(=O)c1-c1ccc(Br)cc1)c1ccco1	i
CCCOc1ccc(S(=O)(=O)NCC2CCN(C(C)C)CC2)cc1	i
O=C(NCC1(O)CCc2ccccc21)C1(c2cccs2)CCCC1 (stereo not drawn)	i
c1ncn(CC2CCNCC2)n1	i
NCC(O)(c1cccs1)C1CC1 (stereo not drawn)	i
CCn1ccc(C(=O)Nc2nc(-c3ccccc3)c(C(=O)c3ccccc3)s2)n1	i
O=C(COC(=O)CCCC1=NS(=O)(=O)c2ccccc2N1)Nc1ccc(Br)cc1	i
CCn1ccnc1N1CCN(C(=O)COc2ccc(Cl)cc2Cl)CC1	i
COc1ccc(S(=O)(=O)Nc2nc(CCC(=O)NCc3ccco3)cs2)cc1	i
CC(C)c1cc(=O)[nH]c2cc(NC(=O)c3ccco3)ccc12	i
CCOc1ccccc1N(C(=O)C(F)(F)F)C1C=CS(=O)(=O)C1 (stereo not drawn)	i
Cc1ccc(NC(=O)N2CCN(c3ccc(Nc4cccc(C)n4)nn3)CC2)c(C)c1	i
CCSc1nnc(-c2cn(C)nc2OC)n1C	i
Cn1nnc2c(N3CCN(Cc4ccc5c(c4)OCO5)CC3)ncnc21	i
O=C(NCc1ccc(Cl)cc1)NCC1CCN(c2ncccn2)CC1	i
O=C(C1CCCC1)N1CCc2ccc(NS(=O)(=O)c3ccc(Cl)s3)cc21	i
Cc1ccnc(C(=O)N2CCN(c3cc(-n4nc(C)cc4C)ncn3)CC2)n1	i
COc1ccccc1NC(=O)N1CCN(c2cc(-n3ccnc3)nc(C)n2)CC1	i
O=C(Cc1noc2ccccc12)N1CCN(c2ccc(-c3ccccn3)nn2)CC1	i
Cc1ccc(-c2ccc(=O)n(CCCNC(=O)c3ccc(F)cc3F)n2)cc1	i
CC(C(=O)NCc1ccncc1)n1nnc2ccccc2c1=O (stereo not drawn)	i
COc1ccccc1-n1ccn(Cc2nc(-c3ccc(Cl)cc3)no2)c(=O)c1=O	i
CCc1ccc(Oc2cc(N3CCC(C(=O)NCc4ccc(OC)cc4OC)CC3)ncn2)cc1	i
COc1ccc(OCC(O)CN2CCN(c3ccccc3)CC2)cc1 (stereo not drawn)	i
CCNC(=O)C1Cc2ccccc2N1C(=O)c1ccc(S(=O)(=O)N(CC)CC)cc1 (stereo not drawn)	i
Cc1nc(NC(=O)Cc2csc(NC(=O)c3ccc4c(c3)OCO4)n2)sc1C(=O)N(C)C	i
COc1ccccc1CCNC(=O)Cc1csc(-n2cccc2)n1	i
CC(C)S(=O)(=O)c1cccc(C(=O)Nc2nc(-c3nc4ccccc4s3)cs2)c1	i
CCCS(=O)(=O)N1CCCC(C(=O)NCCCN2CCN(C)CC2)C1 (stereo not drawn)	i
Cc1ccc(S(=O)(=O)N(Cc2ccccc2Cl)C(=O)N2CCN(C)CC2)cc1	i
O=C(Nc1cccc([N+](=O)[O-])c1)c1ccc(=O)n(Cc2ccccc2Cl)c1	i
COc1ccc(CNC(=O)/C(C#N)=C/N2CCN(Cc3ccc4c(c3)OCO4)CC2)cc1	i
O=C(COc1ccc(Cl)cc1)NCCn1nc(-c2ccncc2)ccc1=O	i
Cc1nn(C2CCS(=O)(=O)C2)c2nc(-c3cccs3)cc(C(=O)NC3CCCCC3C)c12 (stereo not drawn)	i
O=C(Cn1nc(-c2ccco2)ccc1=O)Nc1ccccc1[N+](=O)[O-]	i
CCOCCn1c(-n2nc(C)cc2C)nc2c1c(=O)n(CC(N)=O)c(=O)n2C	i

A draw from above in order of molar mass, highest first:
SMILES	GIRK2 act
CCc1ccc(Oc2cc(N3CCC(C(=O)NCc4ccc(OC)cc4OC)CC3)ncn2)cc1	i
CC(C)S(=O)(=O)c1cccc(C(=O)Nc2nc(-c3nc4ccccc4s3)cs2)c1	i
O=C(Cc1noc2ccccc12)N1CCN(c2ccc(-c3ccccn3)nn2)CC1	i
CCOCCn1c(-n2nc(C)cc2C)nc2c1c(=O)n(CC(N)=O)c(=O)n2C	i
O=C(Nc1cccc([N+](=O)[O-])c1)c1ccc(=O)n(Cc2ccccc2Cl)c1	i

Carrying on:
SMILES	GIRK2 act
CCc1ccc(CNC(=O)c2ccc(-n3nc(C)c(C)c3C)nc2)cc1	i
COc1ccc(SCCC(=O)Nc2nc(-c3ccccc3)cs2)cc1	i
COc1ccccc1-c1cnn2c(NCC3CCCO3)cc(C)nc12 (stereo not drawn)	i
CCOc1ccc(N2C(=O)N(c3ccccc3OC)C3CS(=O)(=O)CC32)cc1 (stereo not drawn)	i
CC12CC(NC(=O)N1c1cccc(C(=O)NCc3ccco3)c1)c1ccccc1O2 (stereo not drawn)	i
COc1ccc(-c2cc(=O)n(CC(=O)N3CCCCC3)cn2)cc1	i
CCNc1cc(C)nc(NCCNS(=O)(=O)c2c(C)noc2C)n1	i
Cc1nnc2ccc(-c3cccc(NC(=O)CC4CCCCC4)c3)nn12	i
CCOC(=O)Cc1csc(NC(=O)C2CCN(c3ccc(-c4ccc(OC)cc4)nn3)CC2)n1	i
CCS(=O)(=O)N1CCN(c2ccc(N(C)C)nn2)CC1	i
COc1ccc(CCS(=O)(=O)NCC2CCN(c3ccccn3)CC2)cc1	i
Cc1ccccc1OCC(=O)NCC1CCN(Cc2ccco2)CC1	i
O=S(=O)(CCc1ccccc1)NCC1COC2(CCCCC2)O1 (stereo not drawn)	i
COc1ccc(C(=O)NCCOc2ccc3nnc(-c4ccc(OC)c(OC)c4)n3n2)cc1	i
CC(=O)c1cccc(NC(=O)CSc2nc(=O)n(N3CCN(C)CC3)c3c2CCCC3)c1	i
COCC(C)(O)CNC(=O)c1ccc(C(=O)OC)cc1 (stereo not drawn)	i
COc1ccc(N(C)c2nnc(-c3ccc(NC(=O)C(=O)NCc4ccco4)cc3)s2)cc1	i
O=C(c1ccc2cc[nH]c2c1)N1CC(c2nc(-c3cccc(C(F)(F)F)c3)no2)C1	i
CC(C)c1nnc(C2CCN(C(=O)Cc3c[nH]c4ccccc34)CC2)o1	i
COc1cc(C)ccc1OCC(=O)N1CCN(c2ccc3nnc(C)n3n2)CC1	i
CCSc1ccccc1C(=O)Nc1c2c(nn1CC(=O)NCCOC)CSC2	i
O=C(NCCc1ccsc1)C1CCCC1	i
Cc1ccc(NCCNC(=O)c2c[nH]c3ccccc23)nn1	i
COc1ccc(S(=O)(=O)NCC2CCN(Cc3ccccc3)CC2)cc1F	i
CC(CCc1ccccc1)NC(=O)Cc1cc(-c2ccc3c(c2)OCO3)on1 (stereo not drawn)	i
O=C(NCC1CCN(C(=O)c2cc3ccccc3o2)CC1)C(=O)Nc1cccc(C(F)(F)F)c1	i
O=C(c1ccc(Cl)cc1)N1CCN(c2cc(-c3cccnc3)[nH]n2)CC1	i
CC(=O)Nc1cccc(NC(=O)CSC2=Nc3cccnc3Nc3ccccc32)c1	i
OC(COc1ccccc1-c1ccccc1)CN1CCN(c2ccc(F)cc2)CC1 (stereo not drawn)	i
COc1ccc(CCS(=O)(=O)NCC2(c3cccs3)CCCC2)cc1	i
COc1cccc(CCNC(=O)Cc2csc(NC(=O)c3ccc[nH]c3=O)n2)c1	i
O=C(COc1ccccc1F)NNC(=O)c1ccc(=O)n(Cc2ccc(Cl)cc2)c1	i
CS(=O)(=O)N1CCCC(C(=O)N2CCN(c3ccccc3)CC2)C1 (stereo not drawn)	i
CCC(NCC(O)CN(c1c(C)cc(C)cc1C)S(C)(=O)=O)C(=O)O (stereo not drawn)	i
O=C(CSc1cc(N2CCOCC2)ncn1)Nc1cc(C(F)(F)F)ccc1Cl	i
O=C(CN1CC(c2nc(-c3cccc(C(F)(F)F)c3)no2)C1)Nc1ccc(F)cc1F	i
COc1ccc(CCNC(=O)Cn2nc(C(=O)Nc3ccccc3)ccc2=O)cc1	i
CCCNC(=O)c1ccc2c(=O)n(CCc3ccccc3)c(SCC#N)nc2c1	i
CC(=O)c1ccc(N2CCN(S(=O)(=O)CCCOc3ccc4c(c3)OCO4)CC2)cc1	i
COc1ccc2nc(N(CC3CCCO3)C(=O)c3cc(C)no3)sc2c1 (stereo not drawn)	i

No new results follow: an excerpt of the list.
SMILES	GIRK2 act
CCOc1ccc(N2C(=O)N(c3ccccc3OC)C3CS(=O)(=O)CC32)cc1 (stereo not drawn)	i
CC12CC(NC(=O)N1c1cccc(C(=O)NCc3ccco3)c1)c1ccccc1O2 (stereo not drawn)	i
COc1ccc(-c2cc(=O)n(CC(=O)N3CCCCC3)cn2)cc1	i
CCNc1cc(C)nc(NCCNS(=O)(=O)c2c(C)noc2C)n1	i
Cc1nnc2ccc(-c3cccc(NC(=O)CC4CCCCC4)c3)nn12	i
CCOC(=O)Cc1csc(NC(=O)C2CCN(c3ccc(-c4ccc(OC)cc4)nn3)CC2)n1	i
CCS(=O)(=O)N1CCN(c2ccc(N(C)C)nn2)CC1	i

Additional records.
SMILES	GIRK2 act
CN(C)C(CNC(=O)C1CCN(S(C)(=O)=O)CC1)c1cccs1 (stereo not drawn)	i
CCOC(=O)c1ccc(NC(=O)Cn2cc(-c3nc(-c4cnccn4)no3)ccc2=O)cc1	i
CCCC(CCC)C(=O)NCCS(=O)(=O)N1CCN(c2cccc(C)c2)CC1	i
CC1C(=O)NCCN1C(=O)c1cccs1 (stereo not drawn)	i
O=C(Nc1nc(CC(=O)N2CCN(c3ccccc3)CC2)cs1)c1ccc(=O)[nH]c1	i
CC1(C)N=C(SCC(=O)Nc2ccc(F)cc2F)C(c2ccccc2)=N1	i
O=C(NCC(O)c1ccsc1)c1ccc2c(c1)OCO2 (stereo not drawn)	i
O=C(CCn1cnc2c(cnn2-c2ccc(F)cc2)c1=O)N1CCc2ccccc2C1	i
COc1cccc(C(=O)Nn2cnc3c(cnn3C(C)(C)C)c2=O)c1OC	i
CN(C)c1oc(-c2ccc(S(=O)(=O)N(C)Cc3ccccc3)cc2)nc1C#N	i
CC(=O)Nc1ccc(C(=O)NCCNC(=O)Cn2cnc(C)cc2=O)cc1	i
COc1ccc2nc(-c3ccc(Cl)c(NC(=O)c4ccco4)c3)cn2n1	i
O=C(Cc1ccc([N+](=O)[O-])cc1)NCCOc1cccc(C(F)(F)F)c1	i
CCCCNS(=O)(=O)CCCOc1ccc2c(c1)OCO2	i
CCSC1=NCCN1C(=O)c1ccc(S(=O)(=O)N(C)C)cc1	i
COc1ccc(Cl)cc1N1C=C(C#N)S(=O)(=O)c2ccc(Cl)cc21	i
Cc1ccc(S(=O)(=O)NCc2cnn3ccccc23)c(C)c1	i
Cc1ccc(-n2nnc(C(=O)N3CCOCC3)c2-c2ccco2)cc1	i
COc1ccc(-c2nc3nc(-c4cccc(OC)c4OC)cc(C(=O)O)c3[nH]2)cc1	i
C=CCn1c(SCC(=O)NCc2ccco2)nc2scc(-c3ccccc3Cl)c2c1=O	i
CCCCOc1ccc(C(=O)Nc2cc(C)no2)cc1	i
COc1ccc(N2CCN(C(=O)c3cc4ccccc4o3)CC2)nn1	i
COc1ccccc1NC(=O)Cn1c2ccccc2c2ncn(Cc3ccccc3)c(=O)c21	i
CCOc1ccc(-c2cc(-c3nc(-c4ccc(OC)cc4OC)no3)[nH]n2)cc1	i
COc1cccc(NC(=O)Cn2c(=O)n(Cc3ccco3)c(=O)c3sc4ccccc4c32)c1	i
COc1ccccc1C1(CNC(=O)Cc2ccc(S(=O)(=O)C(C)C)cc2)CCOCC1	i
CC(C)(CO)NCC(O)COC1CC2CCC1(C)C2(C)C (stereo not drawn)	i
O=C(CCCCn1c(=O)c2ccccc2n(CC(=O)NC2CCCCC2)c1=O)NC1CCCCC1	i
O=C(Cn1cnc(-c2cccs2)cc1=O)NCCOc1ccc(F)cc1	i
Cn1nnc2c(N3CCN(C(=O)CSCc4ccccc4)CC3)ncnc21	i
Cc1ccc(Cl)cc1Nc1nc2c(c(=O)n(C)c(=O)n2C)n1CC(=O)O	i
COc1ccc(-n2nc3c(c2NC(=O)C(=O)NC2CCCCCC2)CS(=O)(=O)C3)cc1	i
O=C(Cc1csc(Nc2ccccc2)n1)NCc1ccc(F)cc1	i
CC(C)NC(=O)c1nsc(C(=O)NC2CCCCC2)c1N	i
Cc1cc(C)n(-c2nc3c(c(=O)n(CC(N)=O)c(=O)n3C)n2CCC(C)C)n1	i
S=c1nc(NCCc2ccc(Cl)cc2)c2ccccc2[nH]1	i
COc1ccccc1OCC(O)CN1CC(C)CC(C)C1 (stereo not drawn)	i
Cc1ccc(S(=O)(=O)NCC(=O)NNC(=O)Nc2ccc(Cl)cc2)cc1	i
Cc1c(Cl)cccc1NC(=O)C1CCN(c2ccc(-c3cccnc3)nn2)CC1	i
COc1cccc2cc(C(=O)NCC3CCN(C(=O)/C=C/c4ccco4)CC3)oc12	i

3 entries picked at random from the list so far, as already listed:
SMILES	GIRK2 act
CCOCCn1c(-n2nc(C)cc2C)nc2c1c(=O)n(CC(N)=O)c(=O)n2C	i
CC1(C)N=C(SCC(=O)Nc2ccc(F)cc2F)C(c2ccccc2)=N1	i
Cc1ccccc1OCC(=O)NCC1CCN(Cc2ccco2)CC1	i

(next part)
SMILES	GIRK2 act
COc1ccc(/C=C/C(=O)Nc2c(C)cc(C)cc2C)c(OC)c1	i
O=C(NCC1COC2(CCCCC2)O1)c1ccc([N+](=O)[O-])cc1 (stereo not drawn)	i
Cn1c(SCC(=O)Nc2ccc(Br)cc2)nc2c(-c3ccccc3)c[nH]c2c1=O	i
COc1ccc(S(=O)(=O)CCC(=O)Nc2cccc(Br)c2)cc1	i
COc1ccc(C)cc1NC(=O)Cc1cc(-c2ccc(OC)c(OC)c2)on1	i
O=C(c1cc(-c2ccc(F)cc2)n[nH]1)N1CCN(c2ccc(-c3ccccn3)nn2)CC1	i
COc1ccc(-c2nnc(SCC(=O)Nc3ccccc3C)n2N)cc1OC	i

High-throughput results from PubChem.

An excerpt; count on the stated rates, not on these rows.
